# Compound activity deposited in PubChem BioAssay by several laboratories.
# MT1-MMP txn act: activates MT1-MMP transcription | HT1080 MT1-MMP promoter luciferase reporter, luminescence, overnight; stronger effect = higher value | activation factor at 10 µM | 86,000 tested, 0.16% active;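 active = activation factor of at least 2 for MT1-MMP transcription at 10 µM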
# PLK1 kinase inh: blocks human PLK1 kinase activity; P53350; 97,000 tested, 0.53% active; recombinant PLK1 kinase, TR-FRET peptide phosphorylation; inhibition, % at 10 µM;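 active = inhibition of 50% or more in the single-concentration screen; inactive = inhibition below 50%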;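 note: 0% = DMSO max control and 100% = H-89 dihydrochloride min control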
# Target sequence (P53350 whole entry, looked up): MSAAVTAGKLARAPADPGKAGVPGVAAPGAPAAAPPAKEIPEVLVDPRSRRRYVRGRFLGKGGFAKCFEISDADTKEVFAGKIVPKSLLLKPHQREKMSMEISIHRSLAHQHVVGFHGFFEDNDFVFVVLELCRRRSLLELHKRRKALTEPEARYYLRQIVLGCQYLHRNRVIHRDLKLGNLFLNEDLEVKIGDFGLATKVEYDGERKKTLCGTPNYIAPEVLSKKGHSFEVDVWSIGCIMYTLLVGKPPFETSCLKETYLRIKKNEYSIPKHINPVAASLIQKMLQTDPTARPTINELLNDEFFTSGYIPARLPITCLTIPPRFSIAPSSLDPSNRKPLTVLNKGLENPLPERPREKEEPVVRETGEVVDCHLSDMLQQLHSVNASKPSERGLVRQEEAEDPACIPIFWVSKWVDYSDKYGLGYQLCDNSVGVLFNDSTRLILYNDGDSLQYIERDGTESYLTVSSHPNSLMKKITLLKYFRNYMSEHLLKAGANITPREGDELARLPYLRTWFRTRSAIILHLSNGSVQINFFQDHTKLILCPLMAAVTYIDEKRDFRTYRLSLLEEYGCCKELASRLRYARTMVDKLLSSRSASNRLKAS
# PLAP activator: activators of human placental alkaline phosphatase. purified PLAP enzyme, luminescent substrate read-out; stronger effect = higher value. activation fold at 20 µM. 96,000 tested, 1.2% active. AID 696; in the data active = activation fold above about 2
# S1P2 blocker: S1P2 (human) receptor antagonism; cell-based S1P2 antagonist assay, inhibition at 5 uM; inhibition, % at 5 µM; 97,000 tested, 0.21% active; AID 736; in the data active = inhibition above about 45%;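 note: CRE beta-lactamase reporter cells expressing human S1P2 stimulated with S1P; 0% = agonist at EC80 alone and 100% = agonist plus reference antagonist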
# Target sequence (O95136 whole entry, looked up): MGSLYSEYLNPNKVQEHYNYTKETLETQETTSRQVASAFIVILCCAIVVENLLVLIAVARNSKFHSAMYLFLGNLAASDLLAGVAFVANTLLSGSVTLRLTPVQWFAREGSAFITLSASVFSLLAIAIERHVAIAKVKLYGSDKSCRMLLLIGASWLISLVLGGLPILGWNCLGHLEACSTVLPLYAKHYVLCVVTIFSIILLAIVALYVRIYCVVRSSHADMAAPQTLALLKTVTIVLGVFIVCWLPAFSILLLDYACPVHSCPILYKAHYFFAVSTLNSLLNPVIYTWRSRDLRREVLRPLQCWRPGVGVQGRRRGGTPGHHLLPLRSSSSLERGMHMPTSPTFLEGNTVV
# FAK inh: inhibitors of human focal adhesion kinase; biochemical FAK kinase activity assay; inhibition, %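 (tested at 7 µM)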; 97,000 tested, 0.84% active; AID 727; in the data active = inhibition above about 19%;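 note: 0% = DMSO and 100% = reference compound high control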
# S1P2 ag: activates the human S1P2 receptor. O95136. S1P2-expressing cell line, agonist reporter read-out. activation, % at 4.5 µM. 97,000 tested, 0.46% active. AID 729; in the data active = activation above about 16%;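 note: 0% = vehicle low control and 100% = maximal reference agonist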
# PLK1 PBD inh: inhibitors of human Plk1 polo box domain binding; P53350; Plk1 PBD phosphopeptide binding, fluorescence polarization; inhibition, %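 (tested at about 20 µM)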; AID 693; 97,000 tested, 0.13% active; in the data active = inhibition above about 34%, passing the limit was not always enough
# EphB4 antag: EphB4-ephrin-B2 interaction antagonism | EphB4 LBD / TNYL-RAW-Alexa532 peptide, fluorescence polarization | 97,000 tested, 0.15% active | P54760 | inhibition, % at 7 µM;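 active = inhibition above the screen-wide mean inhibition plus 3 SD, cut at about 15% in these data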;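 note: 0% = DMSO wells and 100% = excess unlabeled TNYL-RAW peptide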
# HIV Rev-RRE inh: inhibitors of HIV-1 Rev-RRE RNA interaction; P05866; Rev peptide-RRE RNA binding, FRET; inhibition, % at 8 µM; 97,000 tested, 0.79% active; AID 704;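 active = inhibition above the screen-wide mean plus 3 SD, cut at about 35% in these data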;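 note: 0% = median DMSO wells and 100% = median Neomycin B control wells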
# Target sequence (P05866 whole entry, looked up): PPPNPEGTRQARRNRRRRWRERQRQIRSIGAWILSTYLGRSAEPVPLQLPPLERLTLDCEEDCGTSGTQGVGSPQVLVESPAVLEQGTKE
#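 Test system: Cy5-tagged RRE RNA duplex with fluorescein-tagged Rev peptide | Read-out: % inhibition of FRET ratio versus controls | Probe or stimulus: Labelled Rev peptide | Incubation: 5 min RNA-compound premix plus 15 min binding step, 25 °C | Technique: FRET fluorescence readout | Benchmarks: DMSO low control, neomycin B high control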
# Starred values were filed as active, the others as inactive; . = no result given.
MT1-MMP txn act	PLK1 kinase inh	PLAP activator	S1P2 blocker	FAK inh	S1P2 ag	PLK1 PBD inh	EphB4 antag	HIV Rev-RRE inh	Molecule
1.1	-4.3	0.8	8.0	-3.9	-5.6	23.1	2.5	3.4	CC(C)(O)c1cn(-c2nonc2N)nn1
.	1.9	1	-16.6	-0.5	-5.5	7.5	0.6	0.8	COC(=O)c1sccc1NC(=O)c1ccc2c(c1)OCO2
.	-9.4	1.1	-13.6	-0.8	2.9	-6.9	6.1	1.6	Cc1nn(C)cc1/C=C1\SC(=S)NC1=O
1.3	-9.2	0.9	-7.5	-0.1	-2.3	-8.3	0.1	2.7	COC(=O)c1c(C)oc(C)c(C(=O)OC)c1=O
.	6.8	0.9	-12.3	0.9	-2.2	0.5	-1.9	3.2	Cc1ccc(C)c(OCCCC(=O)Nc2nccs2)c1
1	1.8	1	19.4	-0.3	1.0	-2.4	-2.3	4.2	CCOC(=O)c1csc(NC(=O)c2ccc(S(=O)(=O)N(C)C)cc2)n1
1.1	-5.0	1	7.0	0.7	-4.0	-1.4	-10.3	0.6	CCOC(OCC)P(=O)(c1ccccc1)c1ccccc1
1.2	-4.9	0.8	7.0	3.8	-5.7	39.8	2.9	11.4	C=C(C)COc1ccc2c3c(c(=O)oc2c1OCC(=C)C)CCC3
1.3	-5.8	0.9	-11.4	-4.0	-8.1	1.1	-7.8	-0.7	Cc1ccc(OCc2ccc(C(=O)Nc3nccs3)o2)cc1C
.	5.9	.	-0.1	9.9	-6.0	-1.1	2.4	4.9	CC(=O)Nc1ccccc1C(=O)C(=O)Nc1cccc(F)c1
1.1	-7.2	0.9	-7.2	-0.6	-5.9	6.7	1.4	6.4	COc1ccc(C(=O)C2CCN(S(=O)(=O)c3ccc4c(c3)OCCO4)CC2)cc1
1	-2.5	0.9	-2.8	0.1	-3.9	6.1	-6.4	5.0	Cc1cc(NCCN2CCOCC2)n2c(nc3ccccc32)c1C#N

# Overlap with the part before: two compounds, then new ones.
MT1-MMP txn act	PLK1 kinase inh	PLAP activator	S1P2 blocker	FAK inh	S1P2 ag	PLK1 PBD inh	EphB4 antag	HIV Rev-RRE inh	Molecule
1.1	-7.2	0.9	-7.2	-0.6	-5.9	6.7	1.4	6.4	COc1ccc(C(=O)C2CCN(S(=O)(=O)c3ccc4c(c3)OCCO4)CC2)cc1
1	-2.5	0.9	-2.8	0.1	-3.9	6.1	-6.4	5.0	Cc1cc(NCCN2CCOCC2)n2c(nc3ccccc32)c1C#N
1.1	-3.0	1.6	9.7	2.3	-7.8	-6.9	-3.6	7.5	CC1Cc2cc(-c3csc(NC(=O)Cc4ccccc4)n3)ccc2N1S(C)(=O)=O (stereo unspecified)
1	-11.1	0.9	-11.2	-2.4	-2.4	-5.1	8.3	5.5	O=S(=O)(c1ccccc1)N1CCC(n2nnc3cc(F)ccc32)CC1
1.1	-9.0	1.6	-7.5	-0.2	-7.4	-33.8	-0.3	-5.5	CC1=C(C(=O)OCCOc2ccccc2)C(c2ccc(C)o2)C2=C(CC(C)(C)CC2=O)N1 (stereo unspecified)
1.1	-10.6	0.9	3.2	0.7	-4.2	4.4	0.8	7.1	CC1CCN(S(=O)(=O)Cc2ccccc2Cl)CC1
1.3	-10.9	1.3	-7.0	0.1	-2.9	-18.0	-8.4	0.0	O=C(c1ccco1)N1CCN(C(=O)C(Cc2ccccc2)NS(=O)(=O)c2cccs2)CC1 (stereo unspecified)
1.2	-4.8	1.6	-7.8	0.9	-6.3	-20.7	1.6	8.3	O=C1C(NS(=O)(=O)c2cccs2)=C(N2CCN(c3cccc(C(F)(F)F)c3)CC2)C(=O)c2ccccc21
.	1.6	1.1	9.7	4.2	-1.6	-15.1	-5.1	18.9	CCNc1nc(Oc2ccc(Cl)cc2Cl)cc(C(F)(F)F)n1
1.1	-11.1	1.4	-13.0	-2.6	-3.0	-4.0	-0.7	11.6	CC1CN(S(=O)(=O)c2ccc(NC(=O)CCCN3C(=O)c4ccccc4C3=O)cc2)CC(C)O1 (stereo unspecified)
.	-10.8	1	20.4	-4.2	-6.2	-8.7	3.1	4.7	CCCCNC(=O)CCn1c(=S)[nH]c2cc3c(cc2c1=O)OCO3
1.1	-9.6	0.9	-1.9	-3.9	-2.6	3.9	4.2	4.7	CC(C)N1C(=O)CCC1C(=O)NC1CCCC1 (stereo unspecified)
1.1	-5.0	0.9	2.5	2.4	-3.0	28.7	-5.3	-4.1	Cc1ccccc1NC(=O)CN1CCC(NC(=O)Nc2ccccc2)CC1
.	-2.1	1	7.3	-3.5	-12.7	-19.1	-6.1	-1.4	Cc1ccc(C(C(=O)NC2CCCC2)N(C(=O)Cc2cccs2)c2ccc3c(c2)OCCO3)cc1 (stereo unspecified)

# Three compounds picked at random from the list so far, as already listed:
MT1-MMP txn act	PLK1 kinase inh	PLAP activator	S1P2 blocker	FAK inh	S1P2 ag	PLK1 PBD inh	EphB4 antag	HIV Rev-RRE inh	Molecule
1.1	-3.0	1.6	9.7	2.3	-7.8	-6.9	-3.6	7.5	CC1Cc2cc(-c3csc(NC(=O)Cc4ccccc4)n3)ccc2N1S(C)(=O)=O (stereo unspecified)
.	1.6	1.1	9.7	4.2	-1.6	-15.1	-5.1	18.9	CCNc1nc(Oc2ccc(Cl)cc2Cl)cc(C(F)(F)F)n1
1.1	-10.6	0.9	3.2	0.7	-4.2	4.4	0.8	7.1	CC1CCN(S(=O)(=O)Cc2ccccc2Cl)CC1

# (further entries)
MT1-MMP txn act	PLK1 kinase inh	PLAP activator	S1P2 blocker	FAK inh	S1P2 ag	PLK1 PBD inh	EphB4 antag	HIV Rev-RRE inh	Molecule
1.1	-2.2	.	-15.4	2.1	-3.0	7.7	0.8	0.4	O=C(CSCc1ccccc1)N1CCN(C(=O)c2ccco2)CC1
1.1	0.9	0.9	21.4	1.8	-6.2	0.4	-7.4	3.3	CCOC(=O)c1ccc(NC(=O)C(C)N2C(=O)c3ccccc3C2=O)cc1 (stereo unspecified)
1.2	-15.6	0.8	-1.0	0.7	-6.7	-6.1	3.4	1.1	O=S(=O)(NCc1ccccc1)c1ccc(S(=O)(=O)N(Cc2ccccn2)Cc2ccco2)cc1
1.1	-10.2	1	-6.2	-0.7	-1.5	1.6	-3.2	0.1	Cc1occc1-c1nnc(SCC(=O)NCc2ccc3c(c2)OCO3)n1CC(C)C
.	-9.8	1.3	0.1	-2.2	-3.4	20.8	-2.1	2.9	O=C(CSCc1ccccc1)Nc1cccc(C(=O)Nc2ccccc2C(=O)O)c1
1.1	0.3	0.9	-8.0	-0.3	-3.1	-16.3	5.6	1.8	CC(=O)C1=C(O)C(=O)N(c2nccs2)C1c1ccccc1 (stereo unspecified)
.	-14.9	1	10.1	-2.7	-4.2	1.4	3.0	0.9	CC(C)CC(=O)n1sc(NC(=O)c2ccccc2)nc1=O
.	-12.7	0.9	9.3	2.0	-4.6	-14.8	-3.8	10.0	Cc1ccc(Sc2cnn(-c3ccccc3)c(=O)c2Cl)cc1
1	1.3	2.2*	13.2	3.1	-5.5	7.3	1.6	6.1	COc1cc(C2c3c(-c4ccccc4)n[nH]c3C(=O)N2c2ccccc2)ccc1O (stereo unspecified)
.	-4.9	0.9	17.1	2.5	-6.4	4.4	-0.7	9.7	CNc1nc(Oc2ccc(=O)n(C)n2)nc(N2CCOCC2)n1
1	-11.1	1.5	-6.1	-2.1	-1.8	-7.8	4.3	4.0	O=C(c1cccc(F)c1)N1CCN(c2cccc(C(F)(F)F)c2)CC1
.	-13.3	1.8	-1.9	-13.1	-5.4	17.1	-7.7	-3.2	CCOc1ccccc1NC(=S)N1C2CCC1CC(NC(=O)NC13CC4CC(CC(C4)C1)C3)C2 (stereo unspecified)
.	-5.0	1.5	3.9	0.3	-0.5	-16.0	8.3	3.9	C=CCn1c(COc2cccc3ccc(C)nc23)nnc1SCC(=O)OC
1.1	-11.0	1.4	7.3	-0.4	-4.7	3.5	-5.8	2.8	COc1ccccc1CN(CC(=O)NCC1CCCO1)C(=O)CNS(=O)(=O)c1ccc(C)cc1 (stereo unspecified)
1	-7.5	1.5	-11.3	1.8	17.2*	6.9	-0.9	1.6	Cc1cc(C)n2cc(CSc3nc4cc(Cl)ccc4o3)nc2n1
1.1	-13.5	1.9	9.9	-6.2	-12.9	-15.1	-3.2	7.8	O=C(CSCc1nc2ccccc2[nH]1)N1CCN(c2ccc(F)cc2)CC1
1.1	6.9	1	24.3	-9.0	-7.6	-4.0	-2.6	2.0	Cc1ccc(C(=O)Nc2c3c(nn2C(C)(C)C)CS(=O)(=O)C3)cc1C
1.2	-3.3	0.9	2.7	0.5	-9.7	7.0	4.0	4.1	Nn1c(SCc2nc3ccccn3c2Br)nnc1-c1cccnc1
.	-12.8	1	-6.3	3.6	-0.5	-15.9	1.4	1.3	COc1ccc(Nc2ncnc3sc(-c4ccccc4)cc23)cc1
1.1	-19.5	1.3	9.7	1.1	-5.5	-9.8	0.9	5.3	O=C(C1CCN(S(=O)(=O)N2CCC3(CC2)OCCO3)CC1)N1CCC(Cc2ccccc2)CC1
.	-14.2	1.1	-1.0	2.2	-5.7	19.1	2.4	11.2	CCCCn1nc2cc(C(=O)NCc3cc(C(F)(F)F)cc(C(F)(F)F)c3)ccc2c1OCC
1.2	-13.9	.	-16.2	-0.6	-5.4	-11.3	3.0	3.2	CC(C)(C)n1nnnc1C(c1ccc(Cl)cc1)N1CCSCC1 (stereo unspecified)
1	-1.4	1.6	-15.4	3.1	-4.2	7.0	-4.9	2.5	O=C(COc1cccc(-n2cnnn2)c1)NCCC1=CCCCC1
.	-11.5	0.9	9.7	-1.4	-5.1	7.6	-7.3	7.9	NC(=O)c1nn(-c2ccccc2)c(=O)cc1O

# Single entries from the list.
# Entry for O=C1C(NS(=O)(=O)c2cccs2)=C(N2CCN(c3cccc(C(F)(F)F)c3)CC2)C(=O)c2ccccc21 under PLK1 PBD inh: -20.7
# Entry for CCCCn1nc2cc(C(=O)NCc3cc(C(F)(F)F)cc(C(F)(F)F)c3)ccc2c1OCC under PLAP activator: 1.1

# Other records follow.
MT1-MMP txn act	PLK1 kinase inh	PLAP activator	S1P2 blocker	FAK inh	S1P2 ag	PLK1 PBD inh	EphB4 antag	HIV Rev-RRE inh	Molecule
1	-7.2	1	-3.2	1.8	-7.2	3.2	3.1	8.2	CN(C)S(=O)(=O)Nc1ccc(Oc2ccccc2)cc1
1.3	-9.9	1.2	2.6	-5.5	-4.4	-9.8	1.1	6.9	CN(CCc1ccccn1)Cc1ccc(Cl)cc1
1.2	-14.8	0.9	4.3	1.2	-4.8	-10.6	12.1	5.2	CN(C)C(=O)COc1ccc2ccc(=O)oc2c1
1.2	-10.4	1.2	-20.4	2.0	-2.1	-10.5	-3.9	3.2	Cc1nc2ccccc2nc1N1CCC(C)CC1
1	-5.7	1	9.4	1.4	-4.8	-20.6	-5.9	2.3	O=C(NCc1cccc(Cl)c1)c1ccco1
1.2	-4.6	1.1	-10.9	-13.8	-1.0	-17.2	-4.6	-0.9	COc1ccc(CCn2c(SCC(=O)Nc3cc(C)on3)nc3ccsc3c2=O)cc1OC
0.7	-6.2	.	-19.5	1.1	-2.0	2.9	-6.9	16.8	COc1ccc(C(=O)c2ccc(N(C)C)cc2)c2ccccc12
1.2	-11.4	0.8	7.0	-1.2	-3.9	10.4	4.0	0.8	CCC(C)C(=O)Nc1ncc2c(n1)CC(c1cccs1)CC2=O (stereo unspecified)
1.1	-9.1	0.9	17.1	-0.1	-5.7	12.8	-6.0	2.3	CN1C(=O)NC2C1N(S(C)(=O)=O)CCN2S(C)(=O)=O (stereo unspecified)
.	-6.8	1.1	8.7	10.1	-3.7	-8.1	4.3	8.5	Cc1ccc2c(c1)Sc1ccccc1CC2=O
1.1	-2.4	1.6	15.6	3.7	-3.6	-0.7	1.0	7.7	CCCC(c1nnnn1CC1CCCO1)N1CCN(c2cc(Cl)ccc2C)CC1 (stereo unspecified)
.	-2.6	1	6.1	0.8	-2.9	10.4	2.4	10.4	Cc1cccc(/C=C2/SC(=O)N(Cc3ccccc3Cl)C2=O)n1
1.1	-5.6	0.9	-13.8	1.4	-0.7	10.8	0.1	7.7	O=C1Nc2cc(Cl)c(Cl)cc2N(O)N1c1ccccc1
